mHTT CaM bind = mutant huntingtin-calmodulin interaction inhibitors – biochemical, AlphaScreen, primary screen | AlphaScreen His-mHTT/GST-CaM binding, luminescence | hit rate 3.6% among 190,000 | inhibition, % at 15 µM | P42858;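 further: 0% = both proteins with DMSO and 100% = one protein alone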
Pf apPOL inh = Pf-apPOL inhibitors, biochemical, fluorescence; Plasmodium falciparum apicoplast DNA polymerase (apPOL); Recombinant Pf-apPOL, molecular beacon fluorescence, 1.5 h; inhibition, % at 10 µM; hit rate 0.25% among 210,000
The depositor's hits bear a star; i = inactive; . = no result given; & = joins results of further samples. No stated cut-off is given here; in the data, active means inhibition above about 50%; inactive means the rest.

The line under a structure holds: mHTT CaM bind | Pf apPOL inh
- CN1C(=O)c2ccccc2C(C(=O)Nc2ccc(C(F)(F)F)cc2)C1c1cccs1 (stereo not drawn)
    3 | 10
- O=C(NCc1ccccc1Cl)c1coc(NC(=O)c2cccs2)n1
    -10 | -26
- CCOCCCNS(=O)(=O)c1cc(Br)cc2c1N(C(=O)C1CC1)CC2
    -6 | -2
- CCc1ccc(NC(=O)N2CCCC2c2nc(-c3ccccc3)no2)cc1 (stereo not drawn)
    -9 | 0
- O=C(O)/C=C/C(=O)Nc1ccccc1C#Cc1ccccc1NC(=O)/C=C/C(=O)O
    -1 | 2
- COCCn1cc2c3c(cccc31)CN(C(=O)Nc1ccc3c(c1)OCO3)CC2
    -9 | -2
- O=C(c1ccc(-c2cccs2)s1)c1ccc(F)cc1F
    . | 0
- Cc1cccc(OCC(=O)Nc2ccc(-c3nc4ncccc4o3)cc2)c1C
    75* | 0
- Cn1nc(C(F)(F)F)c(-c2ccccc2)c1NC(=O)C1C2C=CC(C2)C1C(=O)O (stereo not drawn)
    . | -5&-3
- CO[C@@]1(NC(=O)CSCC#N)C(=O)N2C(C(=O)O)=C(CSc3nnnn3C)CS[C@@H]21
    . | 12

(more compounds)
The line under a structure holds: mHTT CaM bind | Pf apPOL inh
- COc1ccc2c(N3CCC(C(=O)NCc4ccc(C)cc4)CC3)c(C#N)cnc2c1
    -3 | 0
- Cc1ccccc1C(=O)N1CC(=O)Nc2ccc(F)cc2C1c1ccc(F)cc1 (stereo not drawn)
    8 | -3
- O=C(NCc1cccs1)c1c(F)cccc1NC(=O)C(c1ccccc1)C1CCCC1 (stereo not drawn)
    . | -4
- CS(=O)(=O)c1ccc2nc(NC(=O)CCOc3ccccc3)sc2c1
    -18 | -5
- CCOc1cc2[nH]c(=O)n(CCCC(=O)NCc3cccnc3)c(=O)c2cc1OCC
    5 | -1
- O=C(CN1CCC2(CC1)N=C(c1cccc(F)c1)C(=O)N2)Nc1cccc(C(F)(F)F)c1
    6 | 2
- CCC(C)NC(=O)C1c2ccccc2C(=O)N1Cc1ccccc1OC (stereo not drawn)
    10 | -6
- C=CCOc1ccc(C(=O)O)cc1
    -4 | -3
- COc1ccccc1C(=O)N/C(=C/c1ccc2c(c1)OCO2)C(=O)NC(CCSC)C(=O)O (stereo not drawn)
    -2 | -6
- O=C(Nc1ccc(C2=NCCO2)cc1)c1ccc(C(F)(F)F)cc1
    . | -13

(next part)
The line under a structure holds: mHTT CaM bind | Pf apPOL inh
- CC(C)(C)C(O)CN1C2=NCCN2c2ccccc21 (stereo not drawn)
    2&1 | -3&0
- CCN(CCCNC(=O)c1c(C)cc(=O)oc1C)c1ccccc1
    26 | -7
- CCn1c(CCC(=O)NCc2ccc(Cl)cc2)nc2ccccc2c1=O
    -5 | -2
- O=C(Cc1cccc(F)c1)Nc1ccc2c(c1)CCC(=O)N2
    3 | -4
- Cc1ccccc1Cn1cc(SCC(=O)Nc2ccc3c(c2)OCCO3)c2ccccc21
    28 | 1
- N#Cc1nccnc1Sc1cccs1
    . | 2
- Cn1cc(-c2ccccc2)cc1C(=O)NCCCN1CCOCC1
    16 | -7
- CCc1ccc(NC(=O)N2CCc3c(c(COCc4cccc(F)c4)nn3C)C2)cc1
    23 | 0
- Cc1nc(C(=O)NC2(O)C(=O)c3ccccc3C2=O)cs1
    . | -3
- Cc1ccc2c(c1)N(C)C(=O)c1cc(NC(=O)CN3C(=O)c4ccccc4C3=O)ccc1O2
    7 | -5

Next section.
The line under a structure holds: mHTT CaM bind | Pf apPOL inh
- N=c1oc2c(Cl)cc(Cl)cc2cc1C(=O)Nc1ccccc1F
    7 | 2
- COc1ccc(C2NC(=O)c3c(sc(C)c3C)N2)cc1 (stereo not drawn)
    41 | -3
- COc1ccccc1C(=O)N1CSCC1C(=O)NCCc1cscn1 (stereo not drawn)
    1 | -3
- COc1cccc(CCNC(=O)C(=O)Nc2ccc(C)c(Cl)c2)c1
    -8 | -2
- COc1ccc(C2=C(CC(=O)O)C(=O)CC2)cc1
    -3 | -4
- COC(=O)CCCCc1scc2[nH]c(=O)[nH]c12
    0 | .
- Cn1nc(COCc2ccccc2F)c2c1CCN(S(=O)(=O)Cc1ccccc1)C2
    12 | -1
- O=C(NNS(=O)(=O)c1ccc(-c2ccccn2)s1)Nc1cccc(Cl)c1
    . | 6
- COc1ccc(C2=NC(c3ccccc3OC)NC(c3ccccc3O)C2)cc1 (stereo not drawn)
    34 | -2
- O=C(C1COC2(CCCCC2)N1C(=O)c1cccc(Cl)c1)N1CCOCC1 (stereo not drawn)
    -5 | 0

One compound at a time (already shown). Values in the order: mHTT CaM bind, Pf apPOL inh
Entry for CCN(CCCNC(=O)c1c(C)cc(=O)oc1C)c1ccccc1 : 26, -7
Entry for COc1ccc(C2=C(CC(=O)O)C(=O)CC2)cc1 : -3, -4
Entry for CN1C(=O)c2ccccc2C(C(=O)Nc2ccc(C(F)(F)F)cc2)C1c1cccs1 (stereo not drawn) : 3, 10
Entry for O=C(Nc1ccc(C2=NCCO2)cc1)c1ccc(C(F)(F)F)cc1 : ., -13
Entry for O=C(C1COC2(CCCCC2)N1C(=O)c1cccc(Cl)c1)N1CCOCC1 (stereo not drawn) : -5, 0

Additional compounds follow:
The line under a structure holds: mHTT CaM bind | Pf apPOL inh
- CN1CCN(CCCNC(=O)C2CCN(S(=O)(=O)N3CCC4(CC3)OCCO4)CC2)CC1
    -3 | -15
- C=CCNC(=O)C1(c2ccc(NC(=O)c3ccc(C)s3)cc2)CCCCC1
    12 | -4
- Cc1c(Cl)cccc1NCc1cccc([N+](=O)[O-])c1
    4 | -4
- COc1cccc2c1OC1(C)CC2NC(=O)N1CCc1ccccc1 (stereo not drawn)
    -6 | 2
- COc1ccccc1N1CCN(CCN(C(=O)c2ccc(F)cc2)c2ccccn2)CC1
    . | 7
- O=C(Nc1ccc(-c2noc(-c3ccc(F)cc3)n2)cc1)c1ccco1
    6 | -12
- Cn1nnc2c(SCc3ccccn3)ncnc21
    -6 | -7
- O=C(NCCC1=CCCCC1)C1CCN(C(=O)c2ccc(Cl)cc2Cl)CC1
    13 | -2
- Cn1nc(-c2nc(-c3cccc(F)c3)no2)c2c1CCN(C(=O)C1CCCO1)C2 (stereo not drawn)
    27 | -7
- CC(=O)Nc1ccc([N+](=O)[O-])cc1C
    . | -10

The list goes on.
The line under a structure holds: mHTT CaM bind | Pf apPOL inh
- COCCN=C1Nc2ccccc2CNC12CCN(C(=O)Cc1c[nH]c3ccccc13)C2 (stereo not drawn)
    41 | -5
- CCc1ccc(C2CC(=O)Nc3n[nH]c(C)c32)cc1 (stereo not drawn)
    -8 | 1
- COc1ccc(/C=N/OCC(=O)N2CC3(C)CC2CC(C)(C)C3)cc1 (stereo not drawn)
    i | 12
- COc1cc(C)[n+](OC(=O)N(c2ccccc2)c2ccccc2)c(C)c1
    -6 | -4
- Cc1cc(C)nc(SCc2nc3scc(C)n3c2Br)n1
    -5 | -1
- CCn1cc(CN2CCC(C(=O)NC3CCCC3)CC2)c2ccccc21
    5 | -4
- O=C(NCc1ccc2c(c1)OCO2)Nc1ccc2nc(-c3ccccn3)c(-c3ccccn3)nc2c1
    20 | -7
- COc1cc(NC(=O)c2ccc(C(C)(C)C)cc2)c(OC)cc1NC(=O)c1ccccc1
    7 | -1
- COc1ccccc1C(=O)Nc1c2c(nn1-c1cccc(Cl)c1)CSC2
    9 | -6
- CC(=O)Nc1ccc(C(=O)NCc2cccnc2)c(N2CCCCC2)c1
    -4 | 3

Another view of some results above.
molecule	mHTT CaM bind	Pf apPOL inh
CC(=O)Nc1ccc(C(=O)NCc2cccnc2)c(N2CCCCC2)c1	-4	3
CCc1ccc(C2CC(=O)Nc3n[nH]c(C)c32)cc1 (stereo not drawn)	-8	1
Cc1cc(C)nc(SCc2nc3scc(C)n3c2Br)n1	-5	-1
CCn1cc(CN2CCC(C(=O)NC3CCCC3)CC2)c2ccccc21	5	-4

Next structures.
The line under a structure holds: mHTT CaM bind | Pf apPOL inh
- COc1ccc(NS(=O)(=O)c2ccc(N=Cc3cc(Br)ccc3O)cc2)nn1
    3 | 4
- CCn1c(=O)c(C(=O)NCc2cccc(C)c2)nc2cccnc21
    8 | 2
- Nc1nc2n(n1)C(c1ccccc1Cl)CC(c1ccc(F)cc1)N2 (stereo not drawn)
    2 | 2
- CC(C)NC(=O)N1CC(C(=O)N(C)C(C)C)C(c2cccc(C(F)(F)F)c2)C1 (stereo not drawn)
    17 | -6
- Cc1ccc(NC(=O)c2ccc(C(C)(C)C)cc2)c(C)c1
    -24 | -8
- Cc1ccc2nc(NC(=O)CSc3nc4c(c(=O)n3-c3ccccc3)SCC4)sc2c1
    -3 | -4
- COc1cccc(-c2c(NC(=O)C3CCCCC3)oc3ccccc3c2=O)c1
    -3 | -11
- Cc1ccc(N(C(=O)C2CCCO2)C2C=CS(=O)(=O)C2)cc1 (stereo not drawn)
    -17 | -5
- Cc1ccnc(N=Cc2nc(-c3ccc(Cl)cc3)oc2O)c1
    -2 | 1
- COc1ccc(/C=C(\C#N)C(=O)Nc2ccc3c(c2)OCO3)cc1
    0 | -1

Following part
The line under a structure holds: mHTT CaM bind | Pf apPOL inh
- O=C(Nc1ccc(F)cc1)C1CC(=O)N(c2ccc(Cl)cc2)C1 (stereo not drawn)
    -12 | 0
- CS(=O)(=O)c1ccc2nc(NC(=O)/C=C/c3ccccc3)sc2c1
    76* | -4
- O=S1(=O)N[C@H](Cc2ccccc2)COc2cc(N3CCCC3)ccc21
    1 | 3
- CCOc1ccccc1CNC(=O)C1CCN(c2ncnc3c2nc2n3CCCCC2)CC1
    1 | -2
- O=C(NCCCN1CCCC1)c1cccc(N2CCNC(c3ccccc3)C2)n1 (stereo not drawn)
    15 | 17
- CCCCn1c(-c2cccc(OC)c2)nc(=S)c2c1CCCC2
    -2 | -3
- Cc1cccc(C2CC(c3ccccc3Cl)Nc3nc(N)nn32)c1 (stereo not drawn)
    33 | 5
- Cc1ccccc1NC(=O)N1CCC(c2cc(=O)n3nccc3n2C)CC1
    -3 | 0
- CCc1ccc(CNC(=O)C2CCN(S(=O)(=O)N3CCC4(CC3)OCCO4)CC2)cc1
    6 | -14
- Cc1ccc(OCCCCn2cnc3ccccc3c2=O)c(Br)c1
    -10 | -3

New compounds follow:
The line under a structure holds: mHTT CaM bind | Pf apPOL inh
- CC(=O)NCc1csc(C2CCCN(S(=O)(=O)c3ccc(C)cc3C)C2)n1 (stereo not drawn)
    14 | -3
- CCCc1cc(C2CCCN2Cc2ccc(O)c(OCC)c2)no1 (stereo not drawn)
    19 | -2
- CSC1=NSC2=NC(=O)/C(=C\c3ccccc3Cl)C(=N)N12
    -2 | -4
- Cc1ccc([N+](=O)[O-])cc1S(=O)(=O)NCCOc1ccccc1
    1 | 1
- CC1=C(c2ccc(Cl)cc2)NN=C(N=Cc2ccco2)S1
    17 | 0
- CCN1c2ccccc2C(=O)NC12CCN(C(=O)c1cc(OC)c(OC)c(OC)c1)CC2
    15 | -4
- COc1ccc(N2CC(C(=O)Nc3ccc(F)cc3F)CC2=O)cc1 (stereo not drawn)
    14 | -4
- CN(C)CCNC(=O)c1ccc(Br)o1
    -1 | -3
- O=C(NCc1ccccn1)C(=O)NC1CCCCCC1
    -7 | -8
- CSc1ccccc1NC(=O)CC1Sc2ccccc2NC1=O (stereo not drawn)
    2 | -1

(next part)
The line under a structure holds: mHTT CaM bind | Pf apPOL inh
- CCOC(=O)CCNC(=O)Nc1ccccc1NC(=O)c1ccccc1Cl
    -12 | -1
- O=S(=O)(NC1CCCC1)c1ccc2nc(-c3ccccc3)[nH]c2c1
    16 | -5
- Cc1ccc(NS(=O)(=O)c2cccnc2)nc1
    -7 | -3
- CC1CC(=O)NN=C1c1ccc(Cl)cc1 (stereo not drawn)
    -10 | -13
- CCOc1ccccc1NC(=O)c1ccc(OC)cc1OC
    -5 | 1
- O=C(Oc1ccc2c(c1)OC(=Cc1ccco1)C2=O)c1ccncc1
    2 | 11
- N#C/C(=C\c1ccccc1Cl)c1nc(-c2ccccc2)cs1
    -52 | -6
- CCOc1ccc(C2CC(c3ccc(OC)c(OC)c3)n3ncnc3N2)cc1 (stereo not drawn)
    8 | 8
- Cc1nnc2c(N3CCC(C)CC3)nc3ccccc3n12
    3 | 5
- CC(=O)c1cccc(NC(=O)C2CCN(C(=O)Cc3ccccc3)CC2)c1
    0 | -2

Further structures:
The line under a structure holds: mHTT CaM bind | Pf apPOL inh
- FC(OC(F)(F)F)c1nc2ccccc2[nH]1 (stereo not drawn)
    -4 | .
- CC(C)Oc1ccc(C(O)=C2C(=O)C(=O)N(CCN3CCOCC3)C2c2ccco2)cc1 (stereo not drawn)
    7 | -10
- NC(=NS(=O)(=O)c1cc(C(F)(F)F)cc(C(F)(F)F)c1)c1cccnc1
    . | -15
- CN(C)C1CN(C(=O)c2cccs2)CCC1(O)c1ccccc1 (stereo not drawn)
    -4 | -4
- COCC(C)NC(=O)c1ccc(N(C)C)cc1 (stereo not drawn)
    -3 | -23
- CCN1CCCC1CNC(=O)c1cc2c(s1)CN(C1CC1)C2 (stereo not drawn)
    17 | -6
- Cc1ccccc1CNC(=O)C1CCN(c2cnn(C)c(=O)c2)CC1
    0 | -6
- CC(C)(Oc1ccc(Cl)cc1)C(=O)O
    . | -8&0
- O=C(Nc1ccccc1Cl)C(c1ccccc1)c1ccccc1
    -27 | -9
- O=C(c1ccccc1C(F)(F)F)N1CCOc2ccccc2C1
    -1 | -4

The results go on:
The line under a structure holds: mHTT CaM bind | Pf apPOL inh
- CC(=O)Nc1ccc(-c2noc(C3CCN(C(=O)c4ccccc4C)CC3)n2)cc1
    0 | 4
- CC(Oc1ccc2c(c1)OCO2)C(=O)NCCn1nc(-c2cccs2)ccc1=O (stereo not drawn)
    -9 | -6
- Cc1ccc(S(=O)(=O)CC(C)N2CCOCC2)c(S(=O)(=O)CC(C)N2CCOCC2)c1 (stereo not drawn)
    -2&-4 | 3&-1
- O=C(c1ccccc1)N1N=C(c2ccccc2)CC1c1ccccc1[N+](=O)[O-] (stereo not drawn)
    4 | 1

High-throughput results: PubChem, University of Kansas High Throughput Screening Laboratory
